High-throughput results (PubChem BioAssay)
Tau ThT inhib – blocks human tau fibril formation measured by thioflavin T. Potency, µM (series often up to 57.4 µM), for inactives: at the highest dose activity, negative = inhibition, hits mostly inhibitors. hit rate 2.1% among 270,000. P10636. recombinant tau K18 P301L, heparin-induced fibrillization, ThT fluorescence; further: nearly all actives have a fitted effect of over 55% in size
Target sequence (P10636 561-689 P618L limits assumed): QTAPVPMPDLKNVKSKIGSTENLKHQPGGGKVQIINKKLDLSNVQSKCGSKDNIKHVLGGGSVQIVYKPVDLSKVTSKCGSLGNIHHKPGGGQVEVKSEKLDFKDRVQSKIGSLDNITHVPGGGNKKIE
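Aggregation was driven by heparin (20 uM final) acting on recombinant tau […] bearing P301L in 100 mM sodium acetate pH 7; fibrils were detected with Thioflavin T.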
ALDH1A1 inh – blocks purified human ALDH1A1 activity; P00352; AID 1030; hit rate 7.3% among 220,000; Potency, µM (titrated, usually from 75.3 µM), without a hit: at the highest dose activity, negative = inhibition, hits mostly inhibitors; Purified ALDH1A1, NADH fluorescence, propionaldehyde substrate; active means well fitted inhibition curve with a large enough effect, not every such curve was filed as active; inconclusive means small, poorly fitted or top-dose-only effect, or another doubt; inactive means no such curve, though single readings can be large or run the other way;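 further: plate controls were no enzyme wells and a reference inhibitor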
TRb SRC2 PPI – TRbeta-SRC2 interaction inhibition. P10828. TRbeta-SRC2 peptide binding, fluorescence polarization; receptor liganded with 1 µM T3. Potency, µM (doses to about 106 µM), inactives show at the highest dose activity change, negative = inhibition, usual class: inhibitors. hit rate 0.065% among 280,000. AID 1469;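 further: plate controls were bound peptide for no effect and peptide without receptor for full effect; nearly all actives have a fitted effect of over 50% in size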
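Fluorescence polarization of 20 nM Texas Red SRC2 peptide with 0.6 uM human TRb ligand-binding domain, in Tris buffer with 1uM T3 and 5% DMSO. Incubated 5 hr ambient; normalized to unbound and bound controls.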
Tau fluor counter – counter-screen for tau fibril formation inhibitors. tau K18 P301L Alexa594 fluorescence, heparin fibrillization. Potency, µM (top dose mostly 57.7 µM), without a hit: top-dose activity change, negative = decrease. hit rate 0.93% among 280,000. AID 1463; further: nearly all actives have a fitted effect of over 55% in size
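Human tau K18 P301L (15 uM unlabeled, 0.24 uM Alexa 594-labeled) in 100 mM sodium acetate pH 7 with 20 uM heparin, 6 hr at 37 C. ThT 30 uM added, 1 hr ambient; Alexa 594 FP and total fluorescence read at 555/632 nm.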
TexasRed fluor – counter-screen for TRb-SRC2 inhibitors: fluorescence interference. hit rate 0.29% among 280,000. TRb/SRC2 Texas Red total fluorescence interference. Potency, µM (series often up to 106 µM), without a hit: at the highest dose fluorescence change, negative = quenching. AID 1479; active means well fitted curve in either direction with a large enough effect; inconclusive means small, poorly fitted or top-dose-only effect
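Flags fluorescent or light-absorbing compounds by total fluorescence, S + 2P, at 555 nm excitation and 632 nm emission. Mixture: 20 nM Texas Red SRC2 peptide, 0.6 uM human TRb LBD, 1 uM T3, 5% DMSO; compound exposure 5 h at ambient temperature.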
aGal spleen mod – inhibitors or activators of human alpha-galactosidase in spleen homogenate; human spleen homogenate, 4MU-alpha-Gal fluorescence, 40 min; hit rate 0.008% among 240,000; Potency, µM (titrated, usually from 80 µM), without a hit: top-dose activity change, negative = inhibition, most hits filed as inhibitors;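 further: 0% = enzyme with vehicle and -100% = no enzyme basal signal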
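Spleen homogenate 1 ug + cpd (titration) + 4-MU-alpha-D-galactopyranoside 1 mM; 37C 40 min; 50 mM citrate/phosphate pH 5.0, 0.01% Tween-20; stop pH 10; fluorescence 365/440; AC50 via Hill.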
L3MBTL1 inh – inhibitors of human L3MBTL1; Q9Y468; AlphaScreen L3MBTL1–H3K9me1 peptide binding; Potency, µM (top dose mostly 57.1 µM), for the others: top-dose activity, negative = inhibition, actives largely listed as inhibitors; hit rate 0.66% among 230,000; further: nearly all actives have a fitted effect of over 60% in size
Target sequence (Q9Y468 whole entry, looked up): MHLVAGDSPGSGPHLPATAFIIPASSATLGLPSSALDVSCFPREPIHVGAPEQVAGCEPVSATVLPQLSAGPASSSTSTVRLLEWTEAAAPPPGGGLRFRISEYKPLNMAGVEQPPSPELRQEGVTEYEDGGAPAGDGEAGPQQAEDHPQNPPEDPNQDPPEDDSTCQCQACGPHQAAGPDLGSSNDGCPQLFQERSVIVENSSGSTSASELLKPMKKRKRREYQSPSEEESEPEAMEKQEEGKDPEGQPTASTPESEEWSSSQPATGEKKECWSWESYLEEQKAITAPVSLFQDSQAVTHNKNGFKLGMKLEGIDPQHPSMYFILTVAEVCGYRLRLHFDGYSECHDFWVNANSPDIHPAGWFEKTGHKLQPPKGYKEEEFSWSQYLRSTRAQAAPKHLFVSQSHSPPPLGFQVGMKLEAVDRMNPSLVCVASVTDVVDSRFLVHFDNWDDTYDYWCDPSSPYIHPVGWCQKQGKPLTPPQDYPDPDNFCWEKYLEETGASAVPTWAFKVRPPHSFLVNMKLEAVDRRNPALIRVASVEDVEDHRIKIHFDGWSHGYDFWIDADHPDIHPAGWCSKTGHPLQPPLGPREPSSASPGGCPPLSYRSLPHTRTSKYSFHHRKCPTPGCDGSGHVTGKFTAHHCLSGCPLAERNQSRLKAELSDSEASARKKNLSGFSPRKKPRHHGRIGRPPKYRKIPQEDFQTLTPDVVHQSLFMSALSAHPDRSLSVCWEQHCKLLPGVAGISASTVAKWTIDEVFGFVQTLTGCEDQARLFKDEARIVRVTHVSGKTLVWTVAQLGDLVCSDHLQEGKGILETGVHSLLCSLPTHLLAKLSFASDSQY
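AlphaScreen proximity signal between nickel-chelate acceptor and streptavidin donor beads (final 10 ug/mL) reports binding of 50 nM L3MBTL1 to 75 nM biotin-H3 K9me1 peptide; complex incubated with compounds 30 min at room temperature; cefsulodin titration as control.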
Tau FP inhib – tau fibrillization inhibition (FP). P10636. K18 P301L tau heparin fibrillization, Alexa594 FP, 6 h. Potency, µM (doses to about 57.7 µM), for the others: at the highest dose activity, negative = inhibition, hits mostly inhibitors. hit rate 0.39% among 280,000. AID 1468; further: nearly all actives have a fitted effect of over 55% in size
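Read-out: fluorescence polarization of Alexa 594-labeled tau (0.24 uM), 555 nm excitation, 632 nm emission. Mixtures held 15 uM unlabeled K18 P301L, compound and 20 uM heparin, pH 7 acetate buffer, incubated 6 hr at 37 C.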
The depositor's hits bear a star; ? = inconclusive; nt = no result given; & = joins results of further samples; [ ] = remark or other dose. Unless noted, the call rests on the fitted dose curve; in most records, active means well fitted curve in the direction sought with a large enough effect; inconclusive means small, poorly fitted or top-dose-only effect, or another doubt; inactive means no such curve, though single readings can be large; an effect the other way counts as inactive or inconclusive. Unless noted, on the % scale 0 is the no-effect control and ±100 the full control effect; potency means the concentration at half of the fitted maximal effect.

Every second line gives: Tau ThT inhib, ALDH1A1 inh, TRb SRC2 PPI, Tau fluor counter, TexasRed fluor, aGal spleen mod, L3MBTL1 inh, Tau FP inhib
COC(=O)C1=C(C)NC(C)=C([N+](=O)[O-])C1c1ccccc1C(F)(F)F (stereo unspecified)
    ?, -5%&-8%&-4%&5%, 2%&-2%&1%&1%, ?, -2%&-1%&-2%&-2%, -3%&3%&-12%&0%, -4%&-9%, -8%&-11%&-4%&-5%
COC(=O)C(C#N)c1nc2ccccc2nc1N1CCN(Cc2ccc3c(c2)OCO3)CC1 (stereo unspecified)
    -19%, 1%, -1%, -10%, 1%, 0%, nt, -2%
Cn1c(=O)cc(OCCCC(=O)NCc2ccc3c(c2)OCO3)c2ccccc21
    -2%, 4%, 7%, 1%, 1%, 3%, nt, 6%
COc1ccnc(Oc2cccc(C(F)(F)F)c2)c1C(=O)N/C=N/OCc1ccccc1F
    6%, -3%, -6%, -23%, 3%, -5%, 7%, -8%
CCn1c(SCC(=O)Nc2cccc(C(C)=O)c2)nnc1C(C)C
    -7%, -4%, 5%, -8%, 4%, 4%, -4%, -4%
OCCN1CCN(Cc2cccc(Oc3ccc(Cl)cc3)c2)CC1
    -7%, -4%, -6%, -6%, 1%, 7%, 2%, -7%
O=C(O)CN(c1ccccn1)S(=O)(=O)c1ccccc1
    -7%, ?, 2%, -2%, 3%, -5%, nt, 4%
NC(=O)C(c1ccc(Cl)cc1)c1ccc(Sc2ccccc2)nn1 (stereo unspecified)
    -17%, -1%, 17%, -23%, 1%, -3%, nt, 0%
c1ccc(Cc2nc3ccccc3n2Cc2ccccc2)cc1
    -20%, -1%, -12%, -10%, 1%, -5%, 14%, 11%
Cc1ccc(CNC(=O)[C@H](C)[C@@H]2C[C@@]2(C)[C@@H](NC(=O)OCc2ccccc2)c2ccccc2)o1
    ?, ?, 8%, -19%, -1%, 2%, nt, 9%
CCCn1c(CN2CCN(c3ccc(OC)cc3)CC2)nc2c1c(=O)[nH]c(=O)n2C
    -1%, nt, -3%, -8%, -1%, nt, nt, 3%
COC(=O)c1ccc(CSc2nnc3ccc4ccccc4n23)cc1
    -7%, nt, -5%, 1%, ?, nt, nt, 3%
CC(=O)Nc1cccc(NC(=O)CSc2nnnn2-c2ccc3c(c2)OCO3)c1
    -13%, nt, -1%, ?, -1%, 10%, nt, -3%
CC12CCC(C(=O)NC3CCCC3)(CC1=O)C2(C)C (stereo unspecified)
    0%, -5%, 3%, -1%, -5%, 5%, nt, -2%
O=C(CCS(=O)(=O)c1ccccc1)Nc1cccc(-c2nc3ccccc3s2)c1
    -1%, 3%, -9%, 1%, -3%, 14%, -3%, 4%
CC1CC(OCC(O)C[N+]2(C)CCOCC2)CC(C)(C)C1 (stereo unspecified)
    -1%, 6%, -4%, -4%, 0%, -4%, nt, -7%
Cc1csc(SCC(=O)NC(=O)NCc2ccccc2)n1
    -8%, ?, -3%, 0%, 0%, 2%, nt, 4%
CCOc1ccc(S(=O)(=O)N2CCN(C(=S)NC3CC3)CC2)cc1
    6%, ?, 2%, -6%, 2%, 1%, 0%, -6%
O=C(NC1CCCCCCC1)C1=COCCO1
    -1%, -3%, -1%, -2%, -1%, 6%, -7%, -2%
Cc1nc(C)c(C(=O)C2=C(O)C(=O)N(CCN(C)C)C2c2ccccc2)s1 (stereo unspecified)
    -1%, -15%, -17%, -6%, 5%, -11%, nt, 2%

Single values from the results shown.
O=C(NC1CCCCCCC1)C1=COCCO1 – aGal spleen mod: 6%
O=C(CCS(=O)(=O)c1ccccc1)Nc1cccc(-c2nc3ccccc3s2)c1 – ALDH1A1 inh: 3%

The list goes on:
Every second line gives: Tau ThT inhib, ALDH1A1 inh, TRb SRC2 PPI, Tau fluor counter, TexasRed fluor, aGal spleen mod, L3MBTL1 inh, Tau FP inhib
NC(=S)n1[nH]c(-c2ccc([N+](=O)[O-])cc2)c(N=Nc2cccc([N+](=O)[O-])c2)c1=O
    11µM*, 25µM*, 3%, ?, -14%, -7%, ?, -10%
COc1ccc(-n2c(-c3ccccc3)nnc2-c2ccc(Cl)cc2)cc1
    -5%, 1%, -19%, -9%, -1%, ?, 1%, -9%
O=C(Cc1ccccc1)NCc1ccccn1
    -3%, 5%, -5%[53 µM], -3%, -2%[53 µM], -4%, 16%, -2%
Cc1c(C(=O)O)cccc1-n1c(C)cc(/C=N/Nc2ccc([N+](=O)[O-])cn2)c1C
    13µM*, nt, -1%, ?, -7%, 0%, -10%, 5%
C=CCc1ccc(OCCCCN2CC(C)CC(C)C2)c(OC)c1 (stereo unspecified)
    -3%, -7%, -10%, -4%, -2%, -1%, -24%, -1%
CCN(CC)C(=S)NC(=O)c1cc(OC)c(OC)c(OC)c1
    1%, ?, -2%, 9%, -2%, 7%, 11%, 6%
CCN(CC)C(=O)Oc1ccc(Cl)c2ccccc12
    -9%, 2%, 0%, -20%, 2%, 4%, 27%, -11%
COc1ccc(S(=O)(=O)NCCCO)cc1-c1nnc2c3ccccc3c(C)nn12
    -4%, nt, -12%, -10%, ?, nt, nt, -1%
CCc1cccc(CC)c1NC(=O)COC(=O)C1(C)CC1(Cl)Cl (stereo unspecified)
    -2%, 4%, -1%, -3%, -6%, 10%, 4%, -3%
Cc1cccc2c1nc(-c1ccccc1)n1nnnc21
    -13%, -12%, -1%, -9%, 0%, -3%, -5%, -17%
COc1ccc(NC(=O)CSc2oc(-c3ccco3)nc2S(=O)(=O)c2ccc(Br)cc2)c(OC)c1
    -5%, nt, 1%, ?, 1%, nt, nt, -14%
O=C(CCCCCN1C(=O)CCC1=O)NCc1ccccc1
    6%, ?, 9%, 0%, 0%, 8%, 21%, 5%
O=C(Nc1ccc(N2CCN(C(=O)c3ccccc3)CC2)c(Cl)c1)c1ccc(Br)o1
    ?, ?, 3%, ?, -4%, -4%, -10%, -2%
Cc1ccc(NC(=O)c2ccc(OC(=O)COc3ccc(Cl)c(C)c3)cc2)cc1
    ?, -9%, -5%, -2%, 7%, -5%, -12%, 8%
O=C(CN1C(=O)C2CC=CCC2C1=O)Nc1nnc(SCc2c(Cl)cccc2Cl)s1 (stereo unspecified)
    17%, 4%, -2%, -5%, -4%, 5%, nt, -1%
NNC(=O)COc1cccc(Oc2ccccc2)c1
    -16%, ?, 4%, -4%, 4%, -1%, nt, -1%
CCCCCC(O)CCc1n[nH]c(=S)n1-c1ccccc1 (stereo unspecified)
    -7%, 0%, -10%, 2%, 1%, 2%, -1%, 9%
O=C(Cn1cnc2c(nc3n2CCCCC3)c1=O)Nc1cccc(C(F)(F)F)c1
    7%, nt, 0%, -9%, 0%, nt, nt, -1%
Cc1cccc(N2CCN(Cc3cc(=O)oc4cc(C)ccc34)CC2C)c1 (stereo unspecified)
    ?, nt, -5%, -17%, -1%, nt, nt, -9%
C=CCn1c(SCc2c(C)noc2C)nc2ccccc2c1=O
    -18%, -11%, -2%, -18%, -1%, 4%, nt, 5%
O=S1(=O)CC(N2CCOCC2)c2ccccc21 (stereo unspecified)
    8%, 7%, -17%, 3%, 0%, 6%, 5%, 13%
CNc1nc(Cl)nc(NC(C)(C)C)n1
    4%, -4%, 4%, 5%, 1%, -5%, -2%, -2%
O=C(COC(=O)c1ccc([N+](=O)[O-])o1)Nc1nc2ccccc2s1
    ?, 32µM*, -3%, -28%, -3%, ?, 40%[activator], 7%
Cc1ccc(NS(=O)(=O)c2sc3ccc(Cl)cc3c2C)cc1
    1%, nt, 1%, -4%, -2%, 29%, 47%[activator], 2%
CC12CN(Cc3ccccc3)CC(C)(CN(Cc3ccccc3)C1)C2=NO
    3%, -9%, 4%, 2%, 4%, -2%, -3%, -1%
Cc1ccc(CN(Cc2ccco2)C(=O)c2oc3cc(Br)ccc3c2C)cc1
    -6%, nt, 1%, -5%, 7%, nt, nt, 0%
Cc1noc2ncnc(Sc3ccccc3Cl)c12
    -2%, -16%, -14%, -5%, 2%, 7%, nt, ?
c1ccc(CCNc2ncnc3scc(C4COc5ccccc5O4)c23)cc1 (stereo unspecified)
    ?, 0.056µM*, 6%, -17%, -7%, -2%, nt, -5%
Cc1cccc2cc(/C=C/C(=O)c3ccco3)c(Cl)nc12
    nt, nt, 9%, 4%, -2%, 20%, nt, ?
CCOC(=O)c1ccc2[nH]c3c(c2c1)CCCC3C(=O)OCC (stereo unspecified)
    ?, 9%, -5%, ?, 0%, -2%, -8%, ?
CC1CCC(C(=O)O)NC1c1cccc(N2CCCC2=O)c1 (stereo unspecified)
    0%[11.5 µM], 14%[13.5 µM], 4%[11.2 µM], -3%[11.6 µM], ?, -13%[17.5 µM], nt, -2%[11.6 µM]
O=C(NCc1ccccn1)c1ccc(CS(=O)(=O)Cc2ccc(Cl)cc2)o1
    -11%, 5%, 1%, -10%, 3%, -6%, -1%, -1%
Cc1cc(/C=C(\C#N)C(=O)NCc2ccco2)c(C)[nH]1
    2%, ?, 8%, 0%, -1%, 2%, -5%, 1%
CCNc1nc(NCC)nc(N(n2cnnc2)S(=O)(=O)c2ccc(C)cc2)n1
    2%, ?, 8%, 3%, 2%, -3%, 5%, 10%
Cc1cc(C)cc(-n2c(C)nc3cc(C(=O)NCc4ccc(F)cc4)ccc32)c1
    1%, nt, -4%, 2%, -3%, nt, nt, 7%
COc1ccc(-c2cn[nH]c2-c2ccc(OCc3ccc(F)cc3)cc2O)cc1OC
    -15%, nt, 10%, 8.9µM*[quencher], 0%, -22%, -15%, ?
COc1ccc(NC(=O)Cc2coc3cc(C)ccc23)cc1S(=O)(=O)N1CCOCC1
    -9%, 0%, 0%, -26%, 9%, -18%, -11%, 1%
COc1cc(/C=N/n2cnnc2-n2nc(C)cc2C)cc([N+](=O)[O-])c1O
    ?, nt, 5%, -15%, -6%, -3%, -6%, -5%
